NOD2-RIPK2 inh – blocks binding of human NOD2 to RIPK2; O43353; CHO BLA complementation NOD2-RIPK2, CCF4 ratio; inhibition, % at 4.98 µM; 360,000 tested, 0.38% active; AID 624267; in the data active means inhibition above about 21%;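 further: 0% = vehicle only and 100% = reference blocker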
ABHD5-PLIN5 inh – inhibitors of human ABHD5-perilipin-5 interaction; AID 602281; 360,000 tested, 0.78% active; inhibition, % at 4 µM; Split G. princeps luciferase complementation, luminescence, 4 h;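 active means inhibition above the mean inhibition across every tested compound plus 3 SD, cut at about 22% in these data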;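 further: 0% = DMSO only wells and the 100% control is not disclosed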
COUP-TFII inh – inhibitors of human COUP-TFII (NR2F2); P24468; HEK293T NGFI-A luciferase reporter, luminescence; inhibition, % at 8.6 µM; 370,000 tested, 0.7% active; AID 686940;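 active means inhibition above a per-plate cutoff, mean inhibition of test wells between control levels plus 3 SD, cut at about 38% in these data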;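 further: cells cotransfected with COUP-TFII expression vector driving the NGFI-A reporter; 0% = median of COUP-TF2 test wells and 100% = reporter-only cells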
MC4R antagonist – blocks human MC4R cAMP signaling | MC4R-expressing cells, MTII-stimulated cAMP, LANCE TR-FRET | inhibition, % at 6.5 µM | 360,000 tested, 0.48% active | AID 540295;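 active means inhibition above its plate's cutoff, the mean of tested wells on that plate plus 3 SD, cut at about 29% in these data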;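 further: 0% = Melanotan II alone and 100% = Melanotan II plus saturating MCL0020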
Target sequence (P32245 whole entry, looked up): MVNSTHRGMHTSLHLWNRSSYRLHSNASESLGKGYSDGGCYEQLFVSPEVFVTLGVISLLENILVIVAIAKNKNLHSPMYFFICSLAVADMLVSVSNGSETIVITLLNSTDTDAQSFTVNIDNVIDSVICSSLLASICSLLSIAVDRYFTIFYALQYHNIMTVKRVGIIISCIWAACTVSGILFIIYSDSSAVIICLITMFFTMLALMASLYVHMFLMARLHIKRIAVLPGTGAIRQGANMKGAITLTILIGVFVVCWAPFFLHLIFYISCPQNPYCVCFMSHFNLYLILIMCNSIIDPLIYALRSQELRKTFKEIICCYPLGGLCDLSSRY
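material = U2OS cells stably expressing human melanocortin 4 receptor (MC4R) | also added = Melanotan II challenge | dosing = single nominal compound dose of 6.5 µM | detection = TR-FRET with Eu-cAMP and labeled anti-cAMP, 671 nm | replication = singlicate | timing = compound 30 min, challenge 1 h, detection 1 h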
SRC2 inh – human SRC2 (NCOA2) inhibition; 370,000 tested, 0.17% active; Q15596; HEK293 GAL4-SRC2 luciferase reporter, luminescence; inhibition, % at 9 µM;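 active means inhibition above the mean inhibition of all tested compounds plus 3 SD, set per campaign, cut at about 52% in these data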;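 further: 0% = DMSO treated cells and 100% = cells given Gossypol at 36 µM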
MC4R barr agon – agonists of human melanocortin 4 receptor (MC4R) beta-arrestin; activation, % at 8.9 µM; P32245; AID 540308; 360,000 tested, 0.98% active; U2OS MC4R beta-arrestin complementation, luminescence; percent of melanotan II response, DMSO zero;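 active means activation above a per-plate cutoff, the mean activation of sample wells on that plate plus 3 SD, cut at about 8% in these data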
NR5A2 inv ag – NR5A2 inverse agonism in reporter assay; O00482; HEK293T StAR-luciferase reporter, LRH-1 transfected, 24 h; inhibition, % at 3.6 µM; 360,000 tested, 0.13% active; AID 602396;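 active means inhibition above the mean inhibition of all tested compounds plus 3 SD, cut at about 73% in these data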;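 further: 0% = DMSO wells and 100% = reporter-only cells lacking LRH-1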
Target sequence (O00482 whole entry, looked up): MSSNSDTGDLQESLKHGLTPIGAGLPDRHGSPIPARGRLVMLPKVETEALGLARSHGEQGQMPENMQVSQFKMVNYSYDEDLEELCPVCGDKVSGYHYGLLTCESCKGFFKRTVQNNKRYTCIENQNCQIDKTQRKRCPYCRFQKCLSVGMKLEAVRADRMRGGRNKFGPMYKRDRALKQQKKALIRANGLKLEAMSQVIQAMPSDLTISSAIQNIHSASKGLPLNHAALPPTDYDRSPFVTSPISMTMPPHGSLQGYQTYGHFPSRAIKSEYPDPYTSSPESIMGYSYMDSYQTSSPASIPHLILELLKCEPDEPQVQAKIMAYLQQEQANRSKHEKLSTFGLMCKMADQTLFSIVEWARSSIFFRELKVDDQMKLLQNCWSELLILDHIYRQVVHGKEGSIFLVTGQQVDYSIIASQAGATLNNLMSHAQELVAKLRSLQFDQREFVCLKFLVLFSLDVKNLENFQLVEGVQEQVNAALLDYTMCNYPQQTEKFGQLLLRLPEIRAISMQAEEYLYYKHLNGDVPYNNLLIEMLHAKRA
SRC3 inh – human NCOA3 inhibition | 360,000 tested, 0.17% active | inhibition, % at 3.6 µM | HEK293 GAL4-SRC3 luciferase reporter, luminescence | Q9Y6Q9 | AID 588352;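 active means inhibition above a per-campaign cutoff, the mean of all compounds plus 3 SD, cut at about 60% in these data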;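 further: 0% = DMSO-treated cells and 100% = gossypol-treated cells at 36 µM; higher means less SRC3-driven luciferase light from the GAL4 reporter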
SRC1 inh – inhibitors of human steroid receptor coactivator 1 (SRC1). Q15788. HEK293 GAL4-SRC1 luciferase reporter, luminescence. inhibition, % at 3.6 µM. 360,000 tested, 0.12% active;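 active means inhibition above the campaign mean plus 3 SD, with each screening campaign given its own cutoff, cut at about 60% in these data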;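 further: 0% = DMSO treated cells and 100% = gossypol at 36 µM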
TLR9-MyD88 inh – blocks human TLR9 binding to MyD88; Q9NR96+Q99836; CHO BLA complementation TLR9-MyD88, CCF4 FRET ratio; inhibition, % at 4.98 µM; 340,000 tested, 0.21% active; AID 504734;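 active means inhibition above the mean over all tested compounds plus 3 SD, cut at about 21% in these data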;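 further: 0% = DMSO only wells and 100% = clavulanate BLA inhibitor control wells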
EBV LMP1 NFkB – reduces LMP1-driven NF-kappaB luciferase signal | LMP1-induced NF-kappaB luciferase reporter cells, luminescence | inhibition, % at 12.5 µM | 350,000 tested, 0.69% active | AID 504558; in the data active means inhibition above about 41%;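 further: 0% = neutral control wells and 100% = reference inhibitor control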
Active calls of the source: *; / = not tested or not shown.

Order of results: NOD2-RIPK2 inh	ABHD5-PLIN5 inh	COUP-TFII inh	MC4R antagonist	SRC2 inh	MC4R barr agon	NR5A2 inv ag	SRC3 inh	SRC1 inh	TLR9-MyD88 inh	EBV LMP1 NFkB
CCOc1ccc(CCN2C(=O)C3C4C=CC(C4)C3C2=O)cc1OCC (stereo not given)
    3	4	-2	0	5	0.9	-6	27	-8	-13	-5
O=C(CCSc1ccccc1)Nc1nnc(-c2ccccc2)o1
    -12	-3	13	12	-53	1.0	-11	-16	-14	-1	-6
COc1ccc2c(c1)CCc1c(C(=O)N3CC4(C)CC3CC(C)(C)C4)noc1-2 (stereo not given)
    -7	-4	-3	0	8	0.4	-16	10	7	2	-2
Cc1cc2n(n1)SC(Nc1ccc(F)c(Cl)c1)N2 (stereo not given)
    7	-4	-14	3	-39	-0.8	-26	-21	-36	-4	-17
Cc1nn2c(CN(C(=O)CN3CCOCC3)c3ccccc3)nnc2c2ccccc12
    7	-2	16	3	8	-2.1	3	1	8	0	-6
Clc1ccc(-c2nnc(-c3ccccc3)c(-c3ccccc3)n2)cc1
    -3	0	15	19	-22	-1.7	2	0	-1	4	-2
Cc1ccc(-n2c(CCC(=O)O)ccc2-c2cccs2)cc1
    -6	18	-5	5	-43	-1.9	-67	-79	-86	-10	-8
CC1(C(=O)NCC2CC2)Cc2c(-c3cccc(C(F)(F)F)c3)ccnc2O1 (stereo not given)
    8	-7	5	-7	-31	0.0	1	13	0	/	/
CN(C(=O)COC(=O)Cc1c[nH]c2ccccc12)c1c(N)n(Cc2ccccc2)c(=O)[nH]c1=O
    -10	2	15	8	-11	-1.9	13	-13	0	-8	-6
Cc1ccc(S(=O)(=O)N(C)/N=C2/C(=O)N(CC(=O)O)c3ccccc32)cc1
    -1	-3	-20	-2	0	-0.3	8	8	9	-7	9
O=C(CSC1=Nc2ccccc2C2CC=NN12)Nc1ccc(F)c(F)c1F (stereo not given)
    -5	-5	-9	-7	3	4.6	31	3	-13	5	-7
O=S(=O)(CCc1ccccc1)N1CCOCC1
    -12	-1	5	3	5	2.8	8	3	5	-5	-3
O=C(NO)c1ccc(C(=O)N(C2CCCCC2)C2CCCCC2)cc1
    3	5	8	21	-4	0.2	17	8	-1	4	-20
Cc1ccc(O)c(NC(=O)c2cc3nc4c(c(C(F)(F)F)n3n2)CCc2ccccc2-4)c1
    8	5	3	14	4	0.8	-18	12	4	-6	7
O=C(N/N=C/c1c(Cl)[nH]c2ccccc12)c1sc2ccccc2c1Cl
    11	0	4	1	-27	-0.9	9	6	5	3	-6
CC(C)CCNC(=O)Cn1c(=O)oc2cc(S(=O)(=O)N3CCc4ccccc43)ccc21
    -11	-6	6	3	-5	0.3	14	0	-7	-3	-1
COc1cc(OC)cc(-c2c(Sc3ccccc3)c3cc(-c4ccc(OC)c(OC)c4)ccc3n2C)c1
    -11	-9	-10	/	4	/	13	/	/	/	/
O=C(CNC(=O)c1ccco1)OCc1ccc(C(=O)c2ccccc2)cc1
    0	-2	17	13	14	-0.8	12	7	-9	-3	9
COc1ccc(-c2[nH]ncc2/C=N\NC(=O)c2ccc(C(C)(C)C)cc2)cc1OC
    -9	-9	-49	13	-6	-1.1	-5	5	-17	-14	-7
COCCNC(=S)N1CCN(c2nc(-c3ccccc3)cs2)CC1
    -6	-8	18	4	12	-0.5	11	-3	-2	3	-5
Cc1ccc(-n2nnnc2SCC(=O)NCC2(N3CCOCC3)CCCCC2)c(C)c1
    -4	-5	19	10	9	-0.7	-1	-2	4	-7	-2
COc1ccc(CCNC(=O)CSc2nccc(=O)[nH]2)cc1OC
    -9	-8	10	4	0	1.5	41	10	-1	13	5
O=C(O)COc1ccc(F)cc1Br
    -12	-3	4	23	17	-0.4	21	14	1	-1	-7
CC(=O)Nc1ccc(C(=O)CSc2nnc3scc(-c4ccccc4)n23)cc1
    13	0	5	7	-12	-2.8	14	-14	3	-1	7
CCOc1cc(/C=C/c2cc(C(F)(F)F)[nH]c(=O)n2)ccc1O
    2	11	-18	-1	-22	-0.7	3	4	6	-4	-20
CCN(CC(=O)Nc1ccc(NC(C)=O)cc1)C(=O)c1ccc(COc2ccccc2)o1
    -1	0	-13	-1	-18	-2.3	17	7	-1	3	7
CCc1ccc(C(=O)Nc2nnn(CC)n2)cc1
    -4	-11	/	-4	/	-1.9	-92	-36	-87	-9	36
O=c1c2ccccc2oc2cc(-c3ccc4cc[nH]c4c3)ccc12
    -10	-12	0	5	-57	-0.7	-12	-41	-52	-6	-36
CC(C)C(NC(=O)OCc1ccccc1)C(=O)OCC(=O)NC1CC1 (stereo not given)
    -3	-8	-3	6	2	-2.7	11	10	-12	-7	-8
Cc1cnc(C(=O)OCC(=O)Nc2sc3c(c2C#N)CCC3)cn1
    0	-2	12	12	-22	-4.2	-16	-7	3	2	-7
COC(=O)c1c(C(=O)OC)c2ccccn2c1C(=O)c1ccccc1
    -2	-3	21	7	16	0.4	-8	2	6	-18	-3
O=C(Nc1cccc(S(=O)(=O)N2CCOCC2)c1)c1ccc2c(=O)n3c(nc2c1)CCCCC3
    12	-2	39*	14	9	-3.3	2	27	-17	-2	10
COc1ccc(-n2c(COc3ccc(Cl)cc3Cl)n[nH]c2=S)cc1
    -9	-15	-8	22	-7	-3.7	5	-7	9	12	-7
CC(C)(C)NC(=O)C(C1CC1)n1c(=O)c(-c2ccccc2)nc2ccccc21 (stereo not given)
    -6	3	4	/	-10	/	15	/	/	/	/
CC(C)(C)NC(=O)CSc1nc(O)cc(=O)n1-c1ccccc1
    4	1	3	-4	1	0.3	-14	-4	-21	5	-7
O=C(O)CCNS(=O)(=O)c1ccc2c(c1)Cc1ccccc1-2
    -6	-9	-8	0	7	-0.8	7	7	0	-15	-4
CCCCCCCCN1[C@@H](CC(=O)O)c2cc(F)ccc2S1(=O)=O
    0	0	-1	3	27	-1.5	10	-12	-11	1	1
CCNC(=S)NNC(=O)c1cc(-c2ccccc2C)nc2ccccc12
    14	-7	/	-3	/	0.6	6	-24	-12	-4	2
C[C@H]1[C@H](c2ccccc2)C[C@@H](C(=O)O)C1(C)C
    -18	5	6	9	7	-1.4	-10	7	1	-2	1
COc1ccc(C(O)c2nc(-c3ccc(F)c(Cl)c3)cs2)cc1 (stereo not given)
    -2	-6	-18	5	-11	2.0	-18	1	-4	/	/
Cc1ccc(-c2ocnc2C(=O)Nc2ccccc2C(=O)N2CCCC2)cc1
    -4	-5	18	4	5	0.5	1	0	13	3	-2
O=C(CNC(=O)c1ccccc1)OCc1ccc([N+](=O)[O-])cc1
    -4	13	4	6	8	2.9	-1	17	6	4	1
Cc1ccc(N(CCC(=O)NC(C)(C)C)S(=O)(=O)c2ccc(C)cc2)cc1
    2	-3	4	18	-41	-1.6	2	-5	4	7	-1
O=C(CNCc1ccc(Cl)cc1)Nc1cccc(C(=O)O)c1
    3	-2	0	-5	-36	-0.2	3	16	-2	/	-8
O=C(NC(=Nc1ccccc1)N1CCOCC1)Nc1ccccc1
    -1	4	-4	8	-6	-2.3	3	-5	-7	-3	-22
O=c1c2ccccc2c2ccccc2c(=O)n1Cc1cccnc1
    -6	-5	-5	12	1	-2.6	-10	-10	6	2	-1
O=C(NCCCN1CCCCC1)C1CCC(CNS(=O)(=O)c2cccc3nsnc23)CC1 (stereo not given)
    -4	3	18	-4	-11	-2.3	-21	7	12	-5	3
Cc1cc(Br)c2nc(-c3ccccc3)c(Cc3cccc(Cl)c3)n2c1
    -14	-8	5	/	-5	/	-13	/	/	/	/
CCOC(=O)c1nnn(-c2nonc2-n2cccc2)c1CN1CCC(C(=O)OCC)CC1
    5	5	-3	25	24	0.1	22	5	-28	0	6
Cc1ccc2nc3c(nc2c1C)CCCC3
    2	5	4	-13	-40	-0.7	9	7	-6	17	0
CCCC(c1nnnn1Cc1ccco1)N1CCN(C(=O)c2ccco2)CC1 (stereo not given)
    -1	-1	4	11	-10	-0.7	-11	-8	-1	7	2
COc1ccc(CCNC(=O)CSC2=NS(=O)(=O)c3cc(Cl)ccc3N2)cc1OC
    -1	2	-10	-5	-24	-3.0	16	6	-110	-7	8
Cc1ccc(/C=N/NC(=O)C(=O)N/N=C/c2ccc(C)o2)o1
    -3	0	10	-6	20	-1.1	-1	11	1	1	3
Cc1ccc(CSc2n[nH]c(N)n2)cc1
    1	1	-41	7	-19	-1.6	-36	-29	-28	6	0
C/C(=N\NC(=O)CN(c1ccccc1Br)S(C)(=O)=O)c1ccc2c(c1)OCCO2
    -6	-1	-7	14	-5	-1.0	-4	26	-12	0	4
CC(C)NC(=NCc1ccc(Cl)cc1Cl)Nc1ccccc1
    -5	1	-5	7	-3	1.9	-5	14	1	-3	4
CCCC(=O)Nc1cc(C(F)(F)F)ccc1N1CCOCC1
    -1	-1	8	3	-5	-3.2	9	25	-27	-6	2
COc1ccc(CCNC(=O)C2CCCN(S(C)(=O)=O)C2)cc1 (stereo not given)
    -1	-9	-3	7	10	-0.9	12	4	12	-3	-7

This is a subset; rates above refer to the full screens.
